ARNT-TACC3 inh – disruptors of human ARNT/TACC3 interaction | 0.66% of 390,000 active | inhibition, % at 9.99 µM | AlphaScreen His-ARNT PAS-B/GST-TACC3 binding, luminescence; TACC3 fragment carries E629A point mutation | Q9Y6A5;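 active = mean inhibition of replicates at least 50% and at least half of replicates each reaching 50%; inconclusive = half or more replicates reach 50% but mean below 50%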;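 note: 0% = complete ARNT plus TACC3 wells and 100% = ARNT alone without TACC3; many hits fall short of the cut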
esBAF inh – blocks esBAF chromatin remodeling in mouse ES cells | Bmi1-luciferase knock-in reporter, 24 h; 100% = twice the neutral-well signal | reporter increase, % at 12.5 µM | AID 602393 | 2% of 350,000 active; in the data active = activation above about 40%; inconclusive = no clear call, values can overlap the other calls;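 note: 0% = median of the plate's neutral control wells and 100% = double that signal; a rise in the Bmi1 reporter signal indicates esBAF inhibition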
* hit, by the source's call; ? = inconclusive. The list is partial. The share of hits here may be higher or lower than overall.

The first 20 entries as a preview:
SMILES | ARNT-TACC3 inh | esBAF inh
Oc1ccccc1CNn1cnnc1 | -5 | -5
O=C(O)c1ccc(-n2c(-c3ccc(Br)cc3)n[nH]c2=S)cc1 | -1 | -8
Cc1ccc(-c2n[nH]c(=S)n2C)cc1 | -5 | 1
COC(=O)[C@H]1C2CCC(C(=O)OC)(CC2)[C@H]1C(=O)OC | -1 | -1
COc1ccc(N=C2SC(CC(=O)Nc3cccc(Cl)c3)C(=O)N2Cc2ccco2)cc1 (centres undefined) | -2 | 5
COC(=O)C(O)(CC(=O)Nc1ccc(OC(F)(F)F)cc1)C(F)(F)F (centres undefined) | -4 | -2
O=C(CSc1nc2cc(Cl)ccc2s1)N1CCN(C(=O)c2ccco2)CC1 | -3 | 0
Cc1nnc(SCc2ccccc2F)n1NCc1cccs1 | 3 | 13
COc1cc(/C=N\N=C2/SC(CC(=O)O)C(=O)N2c2ccc(O)cc2)ccc1O (centres undefined) | -1 | -3
CCc1ccc(N(C2C=CS(=O)(=O)C2)S(=O)(=O)c2ccccc2)cc1 (centres undefined) | -2 | 6
O=c1[nH]c2cc3c(cc2cc1CN(Cc1cccs1)Cc1nnnn1Cc1ccco1)OCCO3 | -14 | 8
Cc1ccc2c(CN3CCN(S(=O)(=O)/C=C/c4ccccc4)CC3)cc(=O)oc2c1 | -3 | -2
O=C(Nc1ccc(NC(=O)c2ccco2)cc1)c1cnccn1 | -5 | 30
CC(C)c1nc2sc3c(NCc4ccco4)ncnc3c2c2c1COC(C)(C)C2 | -8 | -18
CC1CC1C(=O)Nc1nc(-c2ccccc2)cs1 (centres undefined) | -5 | 26
CCOc1c(Cl)cc(C(=O)NCCN2CCCCC2)cc1Cl | 23 | -5
COc1cc(C2Nc3cc(Cl)c(S(N)(=O)=O)cc3S(=O)(=O)N2)cc(OC)c1OC (centres undefined) | 8 | -1
O=C(Cn1cccc1C(=O)c1ccccc1)NCc1cccnc1 | -6 | -3
Cc1sc(NC(=O)c2ccco2)c(C(Nc2ccccn2)c2ccccc2)c1C (centres undefined) | -38 | 6
COc1ccccc1/C=C/C(=O)c1ccc(Cl)cc1 | 5 | 14

This part in full, previewed entries included:
SMILES | ARNT-TACC3 inh | esBAF inh
Oc1ccccc1CNn1cnnc1 | -5 | -5
O=C(O)c1ccc(-n2c(-c3ccc(Br)cc3)n[nH]c2=S)cc1 | -1 | -8
Cc1ccc(-c2n[nH]c(=S)n2C)cc1 | -5 | 1
COC(=O)[C@H]1C2CCC(C(=O)OC)(CC2)[C@H]1C(=O)OC | -1 | -1
COc1ccc(N=C2SC(CC(=O)Nc3cccc(Cl)c3)C(=O)N2Cc2ccco2)cc1 (centres undefined) | -2 | 5
COC(=O)C(O)(CC(=O)Nc1ccc(OC(F)(F)F)cc1)C(F)(F)F (centres undefined) | -4 | -2
O=C(CSc1nc2cc(Cl)ccc2s1)N1CCN(C(=O)c2ccco2)CC1 | -3 | 0
Cc1nnc(SCc2ccccc2F)n1NCc1cccs1 | 3 | 13
COc1cc(/C=N\N=C2/SC(CC(=O)O)C(=O)N2c2ccc(O)cc2)ccc1O (centres undefined) | -1 | -3
CCc1ccc(N(C2C=CS(=O)(=O)C2)S(=O)(=O)c2ccccc2)cc1 (centres undefined) | -2 | 6
O=c1[nH]c2cc3c(cc2cc1CN(Cc1cccs1)Cc1nnnn1Cc1ccco1)OCCO3 | -14 | 8
Cc1ccc2c(CN3CCN(S(=O)(=O)/C=C/c4ccccc4)CC3)cc(=O)oc2c1 | -3 | -2
O=C(Nc1ccc(NC(=O)c2ccco2)cc1)c1cnccn1 | -5 | 30
CC(C)c1nc2sc3c(NCc4ccco4)ncnc3c2c2c1COC(C)(C)C2 | -8 | -18
CC1CC1C(=O)Nc1nc(-c2ccccc2)cs1 (centres undefined) | -5 | 26
CCOc1c(Cl)cc(C(=O)NCCN2CCCCC2)cc1Cl | 23 | -5
COc1cc(C2Nc3cc(Cl)c(S(N)(=O)=O)cc3S(=O)(=O)N2)cc(OC)c1OC (centres undefined) | 8 | -1
O=C(Cn1cccc1C(=O)c1ccccc1)NCc1cccnc1 | -6 | -3
Cc1sc(NC(=O)c2ccco2)c(C(Nc2ccccn2)c2ccccc2)c1C (centres undefined) | -38 | 6
COc1ccccc1/C=C/C(=O)c1ccc(Cl)cc1 | 5 | 14
CS(=O)(=O)N(CC(=O)N1CCCCC1)Cc1ccc(Cl)cc1 | -4 | -7
NCCCCCNC(=O)/C=N\O | -3 | 7
CCOC(=O)N1CCC(NC(=O)CCC(=O)N2CCOc3ccccc32)CC1 | -10 | -4
CCn1c(SCC(=O)c2ccc(NC(C)=O)c(OC)c2)nnc1-c1ccc(NS(C)(=O)=O)cc1 | -6 | -12
COc1ccc(S(=O)(=O)N2CCN(Cc3ccc(Cl)cc3)CC2)cc1 | -3 | -7
(cont.)
SMILES | ARNT-TACC3 inh | esBAF inh
O=C(CSc1nnc(Nc2ccccc2)s1)NN1C(=O)NC2(CCCCC2)C1=O | -3 | -2
O=[N+]([O-])c1ccc(COc2ccc(CNc3ccccc3)cc2)cc1 | -14 | 9
COC(=O)C(Cc1ccccc1)NC(=O)C(CC(C)C)NC(=O)OC(C)(C)C (centres undefined) | -8 | 7
O=C(NCc1ccccc1)C(c1ccncc1)N(C(=O)c1csnn1)C1CC1 (centres undefined) | -3 | 3
COC(=O)Cn1c(=NC(=O)c2nc3ccccc3s2)sc2cc(S(N)(=O)=O)ccc21 | -19 | 0
C#CCOCCOCCOCCNc1nc(N2CCN(C(=O)C(CCC(=O)O)n3cc(C(N)CC(C)C)nn3)CC2)nc(N2CCN(C(=O)C(Cc3cc4ccccc4[nH]3)n3cc(C(N)Cc4ccc(O)cc4)nn3)CC2)n1 (centres undefined) | 46* | 10
CN(C)c1ccc(C(=S)N2CCNCC2)cc1 | -2 | -1
Cc1cc2c3c(c1)C1(C(=O)N3C(C)(C)CC2C)C(C#N)=C(N)Oc2n[nH]c(C)c21 (centres undefined) | -9 | -34
CC(C)(C)c1csc(NC(=O)CSc2nc3ccccc3c(=O)[nH]2)n1 | -11 | -10
CCn1cc(/C=C(/C#N)S(=O)(=O)c2ccccc2)cn1 | -3 | -6
O=C(NCC(c1cccnc1)N1CCOCC1)C1CCCCC1 (centres undefined) | -1 | 5
Cc1cc(C)nc(Nc2nc(=O)c3ccccc3s2)n1 | 6 | 24
Cc1cnc(NC(=O)C2CCCC2)s1 | -1 | -16
O=C(CCS(=O)(=O)c1ccc(Br)s1)NC1CCCCCC1 | -1 | 7
CCOC(=O)c1cc(-c2ccccc2)sc1NC(=O)C(C)(C)C | 2 | 0
O=C(c1ccco1)N1CCN(C(=O)C2CCCc3c2[nH]c2ccc(Cl)cc32)CC1 (centres undefined) | -4 | -11
CCC(Oc1ccccc1)C(=O)Nc1ccsc1C(=O)OC (centres undefined) | -5 | -7
COc1cccc(N2C(=O)CC(N3CCN(S(=O)(=O)c4ccccc4)CC3)C2=O)c1 (centres undefined) | -4 | -1
CCc1nnc(NC(=O)CSc2nnc(C)n2-c2ccc(C)cc2)s1 | 26 | 16
Cc1ccc(-c2ccc(=O)[nH]n2)cc1 | -1 | -14
CCCCCSc1nnc(-c2cc(Br)ccc2N)c(=O)[nH]1 | 0 | 3
COc1ccc(S(=O)(=O)N(CCc2ccccc2)CC(=O)NCCCO)cc1 | -2 | -1
COc1ccc(C)cc1NS(=O)(=O)c1cc(C)ccc1C | -7 | 4
Cc1ccc(S(=O)(=O)N(C)CC(=O)O/N=C(\N)c2ccccn2)cc1 | -10 | 2
O=C(CC1(O)C(=O)N(Cc2ccccc2)c2ccccc21)c1ccncc1 (centres undefined) | -4 | 7
Later entries:
SMILES | ARNT-TACC3 inh | esBAF inh
O=C(OCc1ccc(F)cc1)c1ccc2c(c1)-c1ccccc1C2=O | 5 | 4
Cc1noc(C)c1COc1ccc(C(=O)OCC(=O)NC2CCCCC2C)cc1 (centres undefined) | 5 | -5
COC(=O)CSc1cc(SCC(=O)OC)c(C#N)c(SCC(=O)OC)c1 | -10 | 1
Cc1ccc(/C=C/C(=O)N2CCc3ccccc32)o1 | 1 | 23
COC(=O)c1cccnc1SCc1ccccc1 | -4 | -3
COc1ccc(-c2nc3c(c(=O)[nH]c(=O)n3Cc3ccccc3)n2C)cc1 | -3 | 4
CCC(C(=O)Nc1cnccn1)c1ccccc1 (centres undefined) | -5 | 2
Cc1nc(SCC#N)c2c(C)c(C)sc2n1 | 0 | 1
COc1cnn(C(C)(C)C)c(=O)c1Cl | -6 | -5
CCN(CC)C(=O)C(=O)N/N=C/c1cccc(Br)c1 | -12 | -13
CCOC(=O)c1ccc(N2C(=O)C3CC=C(C)CC3C2=O)cc1 (centres undefined) | -13 | -6
O=C(NCc1ccc2c(c1)OCO2)c1ccc(-c2ccc(Cl)cc2)o1 | -5 | -8
CCn1c(NCCc2ccc(OC)c(OC)c2)nc2c1c(=O)n(C)c(=O)n2C | -33 | 8
CCCN(CCC)C(=O)CC(c1ccccc1)c1cc(Br)ccc1O (centres undefined) | -3 | -7
CCNC(=S)N1CCn2c(nc3ccccc32)C1 | -8 | 7
COc1cccc(OCCCN2CCN(S(=O)(=O)c3ccc(NC(C)=O)cc3)CC2)c1 | -5 | -3
CCn1nc(NC(=O)c2ccco2)c2cc3ccc(C)cc3nc21 | -11 | -10
CCC(=O)Nc1sc2c(c1C(N)=O)CCC2 | 7 | -1
Cc1ccc(Nc2nnns2)cc1C | 18 | -10
O=C(CSCc1ccccc1)N1CCN(C(=O)c2ccco2)CC1 | -6 | 7
COc1ccc(-n2c(CCc3ccccc3)nnc2SCC(=O)c2ccc(Cl)cc2)cc1 | -16 | -13
COc1ccccc1-c1cc(-c2ccccc2)nc(SC(C(N)=O)c2ccccc2)c1C#N (centres undefined) | -1 | 1
CC(CCc1ccccc1)NC(=O)CSc1ccccc1 (centres undefined) | 0 | 6
CCOc1cccc(NC(=O)C2CCCN(S(=O)(=O)c3ccc(-n4cnnn4)cc3)C2)c1 (centres undefined) | -5 | -5
CCN(C(=O)COC(=O)c1c(NC(C)=O)sc(C)c1C)C1CCS(=O)(=O)C1 (centres undefined) | -6 | -1
Later entries:
SMILES | ARNT-TACC3 inh | esBAF inh
Cn1c(CSc2nc3ccccc3s2)n[nH]c1=S | -1 | -20
COc1cc(C2C(C(C)=O)=C(O)C(=O)N2CCc2ccc(OC)c(OC)c2)ccc1O (centres undefined) | 3 | -1
O=C(Nc1ccc2c(c1)OCO2)Nc1cnccn1 | 3 | ?
C(=C\c1cccc2ccccc12)/c1nnc(-c2cccs2)o1 | 0 | 8
O=C(Cn1nnc2ccccc21)C1CC1 | -2 | 1
O=C(COc1ccccc1)OCc1cc2ccccc2[nH]c1=O | -3 | -6
CCn1c2ccccc2c2cc(NC(=O)c3ccc(C)c([N+](=O)[O-])c3)ccc21 | -4 | 3
COc1ccc(/C=C/C(=O)c2ccc(NS(=O)(=O)c3ccc(C)cc3)cc2)cc1O | -17 | 10
CCOc1ccc(N=C2NC(=O)C(CC(=O)O)S2)cc1 (centres undefined) | -7 | 10
Cc1cc(Cl)ccc1OCC(=O)N1C(C)CCCC1C (centres undefined) | -5 | 26
O=C(Nc1ccccc1)C1Cc2ccccc2CN1C(=O)c1ccco1 (centres undefined) | 3 | 9
CCC(CC)C(=O)Nc1nnc(SCC(=O)N2CCN(c3ccccc3OC)CC2)s1 | 3 | 2
CSc1nc(N(C)NC(=O)c2ccc(F)cc2)c2ccccc2n1 | -8 | -10
CCOC(=O)N1CCN(S(=O)(=O)c2ccc(OCC(=O)OC)c(C)c2)CC1 | -9 | 0
COc1ccc(NC(=O)CSc2nc(C)cc(C)n2)cc1 | -3 | 5
Cc1cccc(C)c1OCc1n[nH]c(=S)o1 | -2 | -11
Cn1cc(CNC(=O)C2c3ccccc3Oc3ccccc32)cn1 | -18 | -1
Cc1ccccc1-n1c(SCc2cc(=O)n3ccccc3n2)nc2[nH]ncc2c1=O | -1 | 11
Cc1ccc(CSc2nnc(-c3cccs3)n2C)cc1 | -5 | 25
O=C(Oc1ccccc1)c1c(Cl)cccc1P(=O)(O)O | -9 | -10
CCCc1[nH]nc2c1C(CCc1ccccc1)C(C#N)=C(N)O2 (centres undefined) | -1 | 2
CCOC(=O)c1cnc2c(N=Nc3ccccc3)c(N)nn2c1N | -27 | 30
CCOC(=O)NC(Nc1nc2ccccc2s1)(C(=O)OCC)C(F)(F)F (centres undefined) | -12 | -7
O=C(CCSc1ccccc1)Nc1ccc(OCc2ccccc2)cc1 | -2 | 9
O=C(CSc1ncccn1)Nc1ccccc1 | -6 | 5
(continued)
SMILES | ARNT-TACC3 inh | esBAF inh
CCCOC(=O)C1=C(C)NC2=C(C(=O)CCC2)C1c1cccc(OC)c1OC (centres undefined) | -10 | 2
Cn1cnnc1SC(C(=O)Nc1cc(Cl)cc(Cl)c1)c1ccccc1 (centres undefined) | 1 | -13
N#Cc1c(N(CCO)CCO)nc(N)c2c(N)nc3c(c12)CC(=O)N3Cc1cccs1 | 19 | -7
COc1ccc(OC)c(NC(=O)c2ccc(NC(C)=O)cc2)c1 | -6 | 4
CCN(CC)S(=O)(=O)c1ccc(OC)c(NC(=O)c2cccc([N+](=O)[O-])c2C)c1 | 7 | 6
CN(C)c1ccc(NC2=C([N+](=O)[O-])CS(=O)(=O)C2)cc1 | 0 | -1
CC(=O)Nc1ccc2[nH]c3ccccc3c2c1 | 0 | 10
CCn1c(NC(=O)C2CCCCC2)nc2ccccc21 | -7 | 23
COc1ccc(NC(=O)CSc2nc(NS(=O)(=O)c3ccccc3)cc(=O)[nH]2)cc1 | -2 | -4
O=C(CCc1ccccc1)Nc1ccc(N2CCOCC2)c(Cl)c1 | -4 | 9
CCN1C(=O)C2C(c3ccc(O)c(OC)c3)NC(C)(C(=O)OC)C2C1=O (centres undefined) | 2 | 1
COC(=O)C1CCN(C(=O)COC(=O)CC(NC(C)=O)c2ccccc2)CC1 (centres undefined) | 1 | 2
COc1ccc(Cn2c(CCC(=O)Nc3ccccc3)nc3cccnc32)cc1 | -2 | -9

Screening results (PubChem)
